NCI-60 one-dose screen, 48 h, at 10 µM unless noted. Numbers give growth in % (100 = growth as untreated, 0 = no growth, -100 = all killed).
KM12 – KM12 colon cancer cells. hit rate 5% among 82,000
A498 – A498 renal cancer cells | AID 1794774 | hit rate 5.4% among 76,000
HT29 – HT29 colon cancer. AID 1794748. hit rate 7.4% among 81,000
SW-620 – SW-620 colon cancer; hit rate 5.2% among 82,000; AID 1794795
HCT-15 – HCT-15 colon cancer; hit rate 5.2% among 82,000
HCC-2998 – HCC-2998 colon cancer; hit rate 4.7% among 79,000
HCT-116 – HCT-116 colon cancer | hit rate 7.3% among 82,000
SNB-75 – SNB-75 CNS cancer; AID 1794750; hit rate 5% among 79,000
COLO 205 – COLO 205 colon cancer; hit rate 7.3% among 79,000; AID 1794742
* marks the source's active call; other numbers are inactive results; & = joins results of further samples; ! = not confirmed by another sample. The calls were made as follows: active = growth percent below 10; inactive = the rest.

Screening O[C@@H]1Cc2cc(Br)c3ccccc3c2N[C@H](c2ccccc2Cl)C1 returned KM12 88, A498 109, SW-620 104, HCT-15 77, HCC-2998 105, HCT-116 90, SNB-75 95 and COLO 205 95.
For O=C(Nc1ccc(OCc2cccc(Cl)c2)cc1)c1ccc2nc(NS(=O)(=O)c3ccc4ccccc4c3)sc2c1 the results were KM12 93, A498 72, HT29 103, SW-620 99, HCT-15 100, HCC-2998 104, HCT-116 88, SNB-75 90 and COLO 205 108.
Screening CCCCCCCCCCCCCCCCCCN returned KM12 92, A498 96, HT29 88, SW-620 97, HCT-15 88, HCC-2998 67, HCT-116 88, SNB-75 91 and COLO 205 102.
`C/C(=N\O)c1ccc(N2C(=O)c3cccc4cccc(c34)C2=O)cc1` gave KM12 101, A498 83, HT29 107, SW-620 116, HCT-15 97, HCC-2998 114, HCT-116 110, SNB-75 95 and COLO 205 109.
Screening C=CC1CN2CCC1CC2C(O)c1ccnc2ccc(OC)cc12 (stereo unspecified) returned A498 108 and HT29 99.
For CC(C)COC(=O)c1ccc(N)cc1 the results were KM12 114&98, HT29 103&98, SW-620 115&99, HCT-15 101&104, HCC-2998 105&103, HCT-116 102&100, SNB-75 112&84 and COLO 205 111&101.
Screening Cn1nccc1Nc1nccc(-c2ccn([C@H](CO)c3ccc(Cl)c(F)c3)c(=O)c2)n1 returned KM12 83, A498 71, HT29 20, SW-620 63, HCT-15 94, HCC-2998 37, HCT-116 53, SNB-75 101 and COLO 205 14.
Screening Cc1cccc(-c2nn3c(c2-c2ccnc4ccc(C(N)=O)cc24)CCC3)n1 returned KM12 109, A498 115, HT29 60, SW-620 131, HCT-15 105, HCC-2998 111, HCT-116 95, SNB-75 84 and COLO 205 120.
`CN(C)CCCC1(c2ccc(F)cc2)OCc2cc(C#N)ccc21` (stereo unspecified) gave KM12 107, A498 94, HT29 92, SW-620 99, HCT-15 100, HCC-2998 99, HCT-116 95, SNB-75 115 and COLO 205 99.
CC(=O)OCC1=CC2OC(=O)C3=COC(OC4OC(CO)C(O)C(O)C4O)C1C32 (stereo unspecified) was read as KM12 107, HT29 106, SW-620 111, HCT-15 112, HCC-2998 300, HCT-116 123, SNB-75 104 and COLO 205 114.
Screening Cc1ccc(S(=O)(=O)NC(=O)NC2CCCCC2)cc1 returned KM12 107, A498 103, HT29 114, SW-620 92, HCT-15 115, HCC-2998 104, HCT-116 114, SNB-75 95 and COLO 205 124.
O=C(Nc1ccc(OCc2cccc(F)c2)cc1)c1ccc2nc(NS(=O)(=O)c3ccc4ccccc4c3)sc2c1 was read as KM12 100, A498 108, HT29 101, SW-620 108, HCT-15 105, HCC-2998 101, HCT-116 103, SNB-75 88 and COLO 205 107.
CCCCNc1ccc(C(=O)OCCOCCOCCOCCOCCOCCOCCOCCOCCOC)cc1 was read as KM12 107, A498 104, HT29 103, HCT-15 107, HCC-2998 89, HCT-116 93, SNB-75 101 and COLO 205 120.
C[C@H]1Oc2cc(cnc2N)-c2c(nn(C)c2C#N)CN(C)C(=O)c2ccc(F)cc21 was read as KM12 9.1*, A498 109, HT29 33, SW-620 90, HCT-15 97, HCT-116 69, SNB-75 84 and COLO 205 36.
`CNCCCN1c2ccccc2CCc2ccccc21` gave KM12 102, A498 86, HT29 51, SW-620 105, HCT-15 101, HCC-2998 78, HCT-116 86, SNB-75 53 and COLO 205 97.
Screening Cn1cc(-c2nnc(-c3cn(C)c4ncc(Br)cc34)o2)c2cc(F)ccc21 returned KM12 100, A498 84, HT29 104, SW-620 98, HCT-15 96, HCC-2998 108, HCT-116 101 and COLO 205 105.
For Cc1c(CN2CCN(C(=O)[C@H](C)O)CC2)sc2c(N3CCOCC3)nc(-c3cnc(N)nc3)nc12 the results were KM12 6.7*, A498 -53*, HT29 -13*, SW-620 7.9*, HCT-15 2.9*, HCC-2998 0.4*, HCT-116 5.5*, SNB-75 -47* and COLO 205 -32*.
`[2H]c1nc(Nc2ncc(F)c(-c3cc(F)c4nc(C)n(C(C)C)c4c3)n2)c([2H])c([2H])c1CN1CCN(C([2H])([2H])C([2H])([2H])[2H])CC1` gave KM12 41, A498 44, HT29 35, SW-620 43, HCT-15 40, HCC-2998 82, HCT-116 26 and SNB-75 34.
For CC(/C=C/c1ccc(Cl)cc1)=N\OCC(=O)NC(C)C the results were KM12 105, A498 79, HT29 100, SW-620 100, HCT-15 96, HCC-2998 99, HCT-116 97, SNB-75 97 and COLO 205 101.
Screening O=c1oc2c(O)c(O)cc3c(=O)oc4c(O)c(O)cc1c4c23 returned KM12 95&104, A498 69&93, HT29 94&110, SW-620 85&105, HCT-15 93&112, HCC-2998 109&99, HCT-116 97&104, SNB-75 79&94 and COLO 205 95&107.
For CC1=CC[C@@H]2C(C)(C)C(=O)CC[C@@]2(C)[C@@H]1COc1ccc2ccc(=O)oc2c1 the results were KM12 63, A498 75, HT29 78, SW-620 101, HCT-15 79, HCC-2998 84, HCT-116 80, SNB-75 77 and COLO 205 71.
`Cc1ccc(=O)n(-c2ccccc2)c1` gave KM12 105, A498 104, HT29 101, SW-620 98, HCT-15 100, HCC-2998 103, HCT-116 101, SNB-75 81 and COLO 205 122.
CNC(=O)c1ccc(Nc2ncc(C(F)(F)F)c(NCc3nccnc3N(C)S(C)(=O)=O)n2)cc1 was read as KM12 1.9*, A498 -42*, HT29 -12*, SW-620 -4.1*, HCT-15 1.9*, HCC-2998 8.5*, HCT-116 1.2*, SNB-75 -45* and COLO 205 -66*.
For Cc1ccc(N(CC2=NCCN2)c2cccc(O)c2)cc1 the results were KM12 104, A498 94, HT29 107, SW-620 102, HCT-15 102, HCC-2998 103, HCT-116 101, SNB-75 85 and COLO 205 119.
`C#Cc1cccc(Nc2ncnc3cc(OC)c(OCCCCCCC(=O)NO)cc23)c1` gave KM12 5.6*, A498 -86*, HT29 -13*, SW-620 -23*, HCT-15 7.2*, HCC-2998 -54*, HCT-116 -27*, SNB-75 2.0* and COLO 205 -65*.
`[2H]c1nc(Nc2ncc3cc(C(=O)N(C)C)n(C4CCCC4)c3n2)c([2H])c([2H])c1N1CCNCC1` gave KM12 52, A498 86, HT29 42, SW-620 42, HCT-15 92, HCC-2998 84, HCT-116 45, SNB-75 78 and COLO 205 53.
`CC1(C)CNc2cc(NC(=O)c3cccnc3NCc3ccncc3)ccc21` gave KM12 97, A498 77, HT29 70, SW-620 133, HCT-15 79, HCC-2998 107, HCT-116 61, SNB-75 81 and COLO 205 79.
For O=C(Nc1nc2ccc(C(=O)N3CCN(C(c4ccccc4)c4ccccc4)CC3)cc2s1)c1ccc(NCCc2ccccc2)c([N+](=O)[O-])c1 the results were KM12 92, A498 125, HT29 95, SW-620 99, HCT-15 101, HCC-2998 96, HCT-116 82, SNB-75 82 and COLO 205 113.
C/C=C(\C(=C\C)c1ccc(OC(C)=O)cc1)c1ccc(OC(C)=O)cc1 was read as KM12 92, A498 98, HT29 112, SW-620 89, HCT-15 79, HCC-2998 98, HCT-116 96, SNB-75 76 and COLO 205 116.
COc1cccc(Nc2ncnn3ccc(CN4CC[C@@H](N)[C@H](O)C4)c23)c1 was read as KM12 14, A498 -38*, HT29 27, SW-620 88, HCT-15 29, HCC-2998 77, HCT-116 22, SNB-75 -45* and COLO 205 35.
`CCNC(=O)Nc1ccc(-c2nc3c(c(N4CCOC[C@@H]4C)n2)CCN(C2COC2)C3)cc1` gave KM12 17&47, A498 -36*, HT29 16&50, SW-620 14&62, HCT-15 16&60, HCC-2998 50, HCT-116 29&59, SNB-75 -33*! and COLO 205 3.3*!.
`N#Cc1ccc(C(c2ccc(C#N)cc2)n2cncn2)cc1` gave KM12 114, A498 80, HT29 95, SW-620 104, HCT-15 102, HCC-2998 106, HCT-116 103, SNB-75 74 and COLO 205 112.
COc1cccc2cc(-c3nc(C4CCC(C(=O)O)CC4)n4ncnc(N)c34)[nH]c12 (stereo unspecified) was read as KM12 18, A498 -51*, HT29 14, SW-620 14, HCT-15 16, HCC-2998 23, HCT-116 26, SNB-75 -43* and COLO 205 1.8*.
Screening CCN(CC)CC(O)CNc1c2ccc([N+](=O)[O-])cc2nc2cc(OC)c(OC)cc12 (stereo unspecified) returned KM12 -38*, A498 -53*, HT29 -49*, SW-620 4.1*, HCT-15 12, HCC-2998 -68*, HCT-116 -24*, SNB-75 -95* and COLO 205 -71*.
For CCCCCCCCCC(=O)OC the results were KM12 107, A498 81, HT29 100, SW-620 110, HCT-15 97, HCC-2998 112, HCT-116 101, SNB-75 95 and COLO 205 107.
`COc1cccc(NC(=O)Nc2ccc3nc(NS(=O)(=O)c4ccc5ccccc5c4)sc3c2)c1` gave KM12 102, A498 107, HT29 110, SW-620 104, HCT-15 94, HCC-2998 96, HCT-116 116, SNB-75 91 and COLO 205 112.
Cn1cc(-c2nnc(N)nc2-c2cn(C)c3ccccc23)c2ccccc21 was read as KM12 97, HT29 86, SW-620 95, HCT-15 89, HCC-2998 101, HCT-116 81, SNB-75 72 and COLO 205 110.
`Cc1cc2c(F)c(Oc3ncnn4cc(OC[C@@H](C)OC(=O)[C@H](C)N)c(C)c34)ccc2[nH]1` gave KM12 35, A498 22, HT29 6.3*, SW-620 20, HCT-15 39, HCC-2998 38, HCT-116 19, SNB-75 56 and COLO 205 -7.0*.
`CCCOC(=O)c1ccc(N)cc1` gave KM12 93, A498 110, HT29 116, SW-620 110, HCT-15 97, HCC-2998 125, HCT-116 102, SNB-75 99 and COLO 205 122.

An excerpt, so the mix of outcomes need not match the whole.
